GC-A act – GC-A (human) enzyme activation | HEK293 GC-A cells, cGMP TR-FRET, EC30 ANP; 0% at EC30 ANP, 100% saturating ANP | 370,000 tested, 0.14% active | P16066 | activation, % at 10 µM; in the data active = activation above about 40%
GC-B act – GC-B (human) receptor activation; P20594; HEK293-GC-B cells, CNP EC30, cGMP TR-FRET; 0% at EC30 CNP, 100% saturating CNP; activation, % at 10 µM; 370,000 tested, 0.11% active; AID 1920062;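 active = activation at 10 µM reaching about 35% in either raw or pattern-adjusted values, limit read from the data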
Target sequence (P20594 whole entry, looked up): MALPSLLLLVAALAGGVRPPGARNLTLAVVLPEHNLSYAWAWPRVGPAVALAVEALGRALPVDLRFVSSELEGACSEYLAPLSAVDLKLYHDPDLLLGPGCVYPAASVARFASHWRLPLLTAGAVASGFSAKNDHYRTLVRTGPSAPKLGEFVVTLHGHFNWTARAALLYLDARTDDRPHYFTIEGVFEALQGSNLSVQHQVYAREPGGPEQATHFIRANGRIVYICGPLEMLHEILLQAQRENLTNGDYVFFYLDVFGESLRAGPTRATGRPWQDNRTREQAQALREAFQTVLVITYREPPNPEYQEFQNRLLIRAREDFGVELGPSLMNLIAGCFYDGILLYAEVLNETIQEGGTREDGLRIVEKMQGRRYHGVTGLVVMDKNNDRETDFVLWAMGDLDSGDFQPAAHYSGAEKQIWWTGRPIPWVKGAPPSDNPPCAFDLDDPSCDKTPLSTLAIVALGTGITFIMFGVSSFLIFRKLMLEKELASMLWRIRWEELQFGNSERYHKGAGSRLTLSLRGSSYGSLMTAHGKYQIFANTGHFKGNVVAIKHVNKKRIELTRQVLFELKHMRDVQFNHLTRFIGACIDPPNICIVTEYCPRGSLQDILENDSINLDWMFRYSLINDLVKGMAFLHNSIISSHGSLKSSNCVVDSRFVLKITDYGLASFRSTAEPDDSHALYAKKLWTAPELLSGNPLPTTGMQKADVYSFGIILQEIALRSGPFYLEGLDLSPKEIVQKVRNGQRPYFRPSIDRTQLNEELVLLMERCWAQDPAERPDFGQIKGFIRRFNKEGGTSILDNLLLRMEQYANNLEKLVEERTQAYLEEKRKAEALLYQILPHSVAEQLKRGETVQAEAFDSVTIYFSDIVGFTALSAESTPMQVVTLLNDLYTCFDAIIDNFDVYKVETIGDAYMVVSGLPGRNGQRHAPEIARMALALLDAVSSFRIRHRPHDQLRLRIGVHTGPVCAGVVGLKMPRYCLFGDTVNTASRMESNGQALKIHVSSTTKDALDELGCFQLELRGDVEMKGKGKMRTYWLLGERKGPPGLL
GAA850 FXN act – increases GAA850 frataxin promoter reporter activity; HEK293 lucGAA850 FXN promoter luciferase reporter, 24 h; percent of 10 µM SAHA response; activation, % at 6 µM; 360,000 tested, 0.56% active; AID 540364;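 active = activation above the average of all compounds screened plus 3 SD, cutoff fixed separately per campaign, cut at about 7.5% in these data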;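 also: 0% = DMSO wells and 100% = 10 µM SAHA wells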
sPLA2-III inh – Inhibits HGIII-sPLA2 liposome hydrolysis, primary screen; AID 743126; QFRET BODIPY PC-A2 liposome hydrolysis, fluorescence; inhibition, % at 12.2 µM; 370,000 tested, 0.56% active;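 active = inhibition above mean plus 3 SD of compounds lying within the high and low control bounds, cut at about 19% in these data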;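 also: 0% = median of test compound wells and 100% = no enzyme DMSO wells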
hcDAF12 agonist – H. contortus DAF-12 activation, primary screen; 370,000 tested, 1.4% active; HEK293 hcDAF-12 lit1-tk-luc reporter, luminescence; 0% DMSO, 100% Δ7-dafachronic acid; activation, % at 6.8 µM; AID 652067;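 active = activation above the mean of all tested compounds plus 3 SD, cut at about 5.5% in these data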;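 also: 100% = response to 3 µM Δ7-dafachronic acid high control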
SMARCA2 activ – SMARCA2 function activation, primary screen; MG213 cells, MMTV-luciferase reporter, dexamethasone, overnight; activation, % at 9.1 µM; 370,000 tested, 1% active; in the data active = activation above about 7.8%;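 also: 0% = vehicle wells and 100% = reference activator wells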
hgDAF12 agonist – activates the H. glycines DAF-12 receptor ligand-binding domain. AID 687014. 370,000 tested, 1.8% active. activation, % at 6.8 µM. HEK293 GAL4-hgDAF12 UAS-luciferase reporter, agonist luminescence; normalized to butyrate control;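 active = activation above a cutoff set at the mean of all screened compounds plus 3 SD, cut at about 10% in these data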;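 also: 0% = DMSO wells and 100% = sodium butyrate wells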
ssDAF12 agonist – S. stercoralis DAF-12 activation, primary screen; HEK293 ssDAF-12/GRIP1 lit1-tk-luc reporter, luminescence; % of 3 µM dafachronic acid response; activation, % at 6.8 µM; 370,000 tested, 1% active;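 active = activation above the mean over all tested compounds plus 3 SD, cut at about 0.9% in these data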;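 also: 0% = DMSO-only wells and 100% = 3 µM delta7-dafachronic acid wells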
DAX1 inh-1 – inhibitors of DAX1 repression of SF-1 activated StAR promoter; HEK293T StAR-luciferase reporter, SF-1/DAX-1 repression relief; inhibition, % at 6.8 µM; 370,000 tested, 1.1% active; AID 652010;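 active = inhibition above the mean over all tested compounds plus 3 SD, cut at about 3.6% in these data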;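 also: 0% = DAX-1 cells with DMSO and 100% = cells lacking DAX-1 with DMSO; higher inhibition means more luminescence from relief of DAX-1 repression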
KLK7 zymogen act – activators of human kallikrein-7 zymogen; activation, % at 7 µM; AID 652039; P49862; 370,000 tested, 0.9% active; purified proKLK7, EDANS-DABCYL substrate fluorescence; 100% is mature enzyme control, 0% vehicle;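 active = activation above the mean of all tested compounds plus 3 SD, computed per campaign excluding outliers beyond control limits, cut at about 13% in these data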
DAX1 inh-2 – inhibits human nuclear receptor DAX1. P51843. 340,000 tested, 0.99% active. AID 504766. HEK293 Gal4-DAX1 luciferase reporter, luminescence. inhibition, % at 6.75 µM;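 active = inhibition above the mean over all tested compounds plus 3 SD, cut at about 4.2% in these data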;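 also: 0% = DAX1-transfected cells with DMSO and 100% = empty-vector control cells with DMSO; inhibition shows as a rise in luminescence from relieved DAX1 repression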
* marks the source's active call; other numbers are inactive results; . = no result given. An unsorted share of the library; any-hit rate near 6.7%.

Compound	GC-A act	GC-B act	GAA850 FXN act	sPLA2-III inh	hcDAF12 agonist	SMARCA2 activ	hgDAF12 agonist	ssDAF12 agonist	DAX1 inh-1	KLK7 zymogen act	DAX1 inh-2
CCOCCCNC(=O)C(NC(=O)CNC(C)=O)c1ccc(C)cc1 (stereo unspecified)	-2.3	-0.5	0.8	-0.3	-1.6	-0.3	-2.3	-1.2	0.0	-0.7	1.2
CC(C)[C@H](NS(=O)(=O)c1ccc2c(c1)OCCO2)C(=O)OCC(=O)Nc1cccc(Cl)c1Cl	-2.2	0.0	0.6	-44.0	-2.5	-0.6	1.6	-1.7	0.1	0.3	-0.7
O=C(C1=C(O)C(=O)N(Cc2ccco2)C1c1ccccc1F)c1cccs1 (stereo unspecified)	0.1	3.3	3.0	7.8	0.8	-4.5	-0.9	-0.4	-0.4	0.2	-1.2
Cc1cc(=O)c(C(=O)O)nn1-c1cccc(C(F)(F)F)c1	6.0	4.8	-0.5	2.1	2.5	4.8	2.0	-0.8	-0.1	0.1	0.8
CSc1ccccc1N=CC1=C(O)CC(C)(C)CC1=O	-2.1	-4.1	3.2	-0.8	-1.7	2.2	3.8	-0.9	0.8	-4.1	0.0
COc1cccc(NC(=O)NC2CCN(Cc3nnnn3Cc3ccc(F)cc3)CC2)c1	-7.5	-11.7	3.3	-13.6	-0.4	0.2	-2.9	-2.0	-0.5	-1.1	-0.3
CC(=O)N1CCN(c2ccc([N+](=O)[O-])c(NCc3cccnc3)c2)CC1	-1.8	-4.8	1.1	4.6	-0.9	1.0	2.9	-1.4	-0.7	0.2	-0.4
CCCCNC(=O)CS(=O)Cc1nc(-c2ccc(C)cc2)oc1C (stereo unspecified)	3.1	2.6	3.4	-0.5	3.7	-0.6	-2.8	-0.4	0.6	-0.3	-1.1
CCC(C(=O)NC1CCCCC1)N(Cc1cccs1)C(=O)c1snc(C(N)=O)c1N (stereo unspecified)	-6.5	-4.1	0.9	5.2	-0.5	-1.7	-2.1	-1.0	-0.3	0.9	.
COC(=O)c1[nH]c2cccc(OC)c2c1NC(=O)CN1CCC(C(N)=O)(N2CCCCC2)CC1	-3.1	3.8	-0.7	-2.2	-1.2	0.4	-1.1	-0.9	1.0	7.7	0.7
C#CCOCCOCCOCCNc1nc(N2CCN(C(=O)[C@H](C(C)C)n3cc(CCO)nn3)CC2)nc(N2CCN(C(=O)[C@H]([C@@H](C)CC)n3cc(CCCCN)nn3)CC2)n1	-0.8	4.9	-0.5	1.7	-0.2	1.2	-1.8	-1.0	0.7	0.4	-0.1
COc1ccc(CN2CCC(n3nccc3NC(=O)C3CC3)CC2)c(OC)c1OC	-0.9	-2.5	-0.1	8.3	-1.8	-1.1	0.0	-1.1	0.2	0.6	0.4
Cc1[nH]n2c(=O)cc(-c3ccc([N+](=O)[O-])cc3)nc2c1-c1ccccc1	-2.1	2.6	-1.8	-5.3	-0.1	-0.2	0.5	-1.1	-0.1	1.0	0.0
Cc1ccc(C(=O)Nc2cccc(C(F)(F)F)c2)cc1NC(=O)c1c[nH]c2cc(C(F)(F)F)ccc2c1=O	4.0	7.4	1.7	-1.4	-0.3	1.2	2.2	-0.2	-0.1	-0.2	0.6
CCCCC1(C(=O)OC)NC(c2ccc(O)cc2)C2C(=O)N(c3ccccc3)C(=O)C21 (stereo unspecified)	-1.1	5.3	-0.1	-7.5	-0.5	1.6	-1.6	-1.7	0.3	1.1	1.1
COc1ccc(NC(=O)CC(NCc2ccccn2)C(=O)O)cc1 (stereo unspecified)	3.5	-1.9	0.3	-0.2	-1.5	0.2	-2.3	-1.9	0.2	0.3	2.1
CCC(C(=O)NCc1ccccc1OC)n1nc(C)n2c(cc3occc32)c1=O (stereo unspecified)	-18.2	-8.9	-1.6	-5.7	-1.4	3.1	-1.9	-1.3	-0.4	0.0	-0.5
O=C(O)CCC(=O)Nc1ccc(-c2nnc(-c3ccco3)o2)cc1	-2.2	6.0	-0.7	-2.4	0.8	-0.9	3.1	-1.4	0.0	-0.2	-0.1
Cc1ccc2c(c1)C1CN(C)CCC1N2S(=O)(=O)c1ccc(C(C)C)cc1 (stereo unspecified)	-5.3	2.7	0.7	-35.6	2.3	0.7	-0.3	-1.1	1.1	-0.1	-0.8
Cc1ccccc1C(=O)Nc1nnc(SC(C)C)s1	1.9	0.7	4.5	0.5	0.3	2.2	7.9	-0.4	2.0	-0.4	1.0
Cc1cc(NC(=O)C2CC(=O)N(c3cccc(C)c3C)C2)no1 (stereo unspecified)	5.8	18.0	-1.2	-4.9	0.4	0.0	2.2	-0.8	-0.3	-0.3	-1.0
CCN1CCN(C(c2cccs2)C(C)NC(=O)c2cccc(OC)c2)CC1 (stereo unspecified)	-2.1	-1.9	-0.7	0.8	0.6	-1.9	1.1	-1.6	1.4	-0.9	0.6
CSc1ccc(/C=C/C(=O)N2CCN(c3ccccn3)CC2)cc1	-14.3	-10.7	-0.7	-5.8	-1.6	0.5	1.9	-1.2	0.8	0.1	0.1
CCCCN(C)CCNC(=O)c1ccc(Cn2c(=S)[nH]c3ccc(Br)cc3c2=O)cc1	1.5	-5.8	0.4	-8.9	-0.1	0.5	0.0	-1.3	4.0*	0.1	-0.1
CC1(C(=O)NS(=O)(=O)c2ccc(F)cc2F)CCN1C(=O)Cc1ccc(Cl)cc1Cl (stereo unspecified)	2.5	2.2	2.6	-12.6	0.5	2.0	3.6	-1.0	-0.1	-0.3	.
CC1Cc2cc(S(=O)(=O)N3CCC(C(N)=O)CC3)ccc2N1C(=O)C1CC1 (stereo unspecified)	-4.2	10.7	-0.3	-1.1	-1.0	-2.5	-1.1	-0.8	-0.3	0.2	0.4
Cc1cc(C(=O)COC(=O)/C=C/c2cccc(Br)c2)c(C)n1C	8.9	0.3	1.4	9.1	0.3	-0.5	-1.2	-0.6	1.8	-0.1	-0.9
COc1ccc(OCC(O)CNC(=O)c2ccc(Br)cc2)cc1 (stereo unspecified)	4.0	-0.9	-2.0	-2.6	-1.3	-4.0	-2.3	-1.4	-1.3	0.0	1.0
COC(=O)[C@]12C[C@H](CC(=O)NCCCN3CCCC3=O)C(=O)N(Cc3ccc4c(c3)OCO4)C1=C[C@H](COCc1ccccc1)O[C@@H]2C	2.2	0.6	.	1.6	1.5	4.0	0.9	-0.9	0.3	0.3	.
C=CCN1C(=O)C(O)=C(C(C)=O)C1c1ccccc1F (stereo unspecified)	6.3	6.8	-2.3	-7.0	-1.6	-2.3	-2.2	-1.2	0.5	0.2	0.2
C/C(N)=C(/C#N)C(=O)COC(=O)c1ccccc1O	8.3	8.5	0.0	6.9	1.1	-0.7	4.7	-1.6	1.8	1.4	2.6
O=C(Cn1ccc2ccccc2c1=O)Nc1ccc2c(c1)OCO2	0.9	2.6	-2.3	2.6	-0.4	-3.1	-3.8	-1.0	0.2	0.3	0.5
CC1=C(C(=O)N2CCCCCC2)CC(CC(=O)NC2CCCC2)C(=O)N1CCC1=CCCCC1 (stereo unspecified)	0.6	2.8	.	6.6	-0.2	-4.3	-4.4	-0.2	-0.8	-0.3	.
CC(NC(=O)CN1CCCC1)C12CC3CC(CC(C3)C1)C2 (stereo unspecified)	-4.4	3.9	6.4	1.1	-0.2	-2.2	1.1	-1.6	-0.5	-0.1	2.0
CCc1nn(CC(=O)NCCCN(Cc2ccccc2)C(C)C)c(=O)c2cc3sccc3n12	-7.0	-2.2	2.4	-1.4	-0.1	-1.7	-0.1	-1.2	1.0	1.1	0.3
COc1ccc(N2C(=O)CC(N3CCN(c4ccc(Cl)cc4)CC3)C2=O)cc1 (stereo unspecified)	3.9	5.0	1.1	-6.2	-1.1	1.7	-1.0	-0.9	0.0	-0.4	0.2
COc1ccccc1-n1c(C)nc2cc(C(=O)NCc3ccc4c(c3)OCO4)ccc21	-1.2	-1.1	1.7	-9.7	-1.4	-1.0	-1.8	-0.6	-0.5	0.5	0.4
CCN(C(=O)CSc1nc2ccccc2c(=O)n1-c1ccc(C)cc1)C1CCS(=O)(=O)C1 (stereo unspecified)	1.6	-1.5	0.7	1.9	0.6	4.5	-1.3	-2.2	-0.9	-0.7	-1.2
CC(C)c1ccc(NC(=O)COC(=O)CCC(=O)c2cccs2)cc1	1.6	0.6	0.2	-9.4	-0.6	6.4	2.9	-1.9	-0.3	0.3	-0.2
CC(O)CNCCNCc1cccs1 (stereo unspecified)	2.9	-5.2	0.8	0.6	-1.6	-1.1	0.2	-0.5	-1.0	-0.2	0.4
CCOc1ccccc1Nc1ncnc2ccc(Br)cc12	-3.3	-1.2	0.1	-0.2	0.5	-1.3	2.6	-1.4	-0.8	0.1	-0.1
CC(Nc1ccc(S(=O)(=O)N2CCN(C)CC2)cc1[N+](=O)[O-])c1ccccc1 (stereo unspecified)	1.0	5.7	0.4	-14.8	-0.8	3.5	-0.6	-0.8	-1.4	0.1	-1.2
O=C(Nc1ccc(CN2CCCCC2)cc1)c1cc(Br)ccc1Cl	-2.1	-2.2	1.3	0.5	-1.1	-0.9	6.0	-0.9	0.4	-0.5	.
COc1ccc(N2CCN(c3cc(C)c4ccccc4n3)CC2)cc1	-0.1	1.7	2.5	-1.9	-0.3	0.4	-0.8	-1.3	-0.1	0.5	-1.4
CN1C(=O)COc2ccc(C(=O)c3ccccc3C(=O)O)cc21	0.7	2.0	-0.3	15.0	2.5	-1.4	0.2	-0.8	-0.1	-0.4	0.3
CC1=NN(C(C#N)c2ccccc2O)C(C)(C)C1 (stereo unspecified)	-4.5	6.4	-0.3	0.2	4.3	-3.0	-3.3	-0.1	-0.4	-0.3	-1.5
CCCCN1C(=O)C(CC(=O)NCc2cccs2)CC(C(=O)N(C(C)C)C(C)C)=C1C (stereo unspecified)	1.3	1.8	-1.9	-0.5	0.5	-1.2	-3.2	-1.2	-0.4	-0.4	0.6
CC1CCC(N2CCN(c3ncccn3)CC2)CC1 (stereo unspecified)	2.2	4.6	0.7	-0.5	-1.4	6.1	2.2	-1.8	0.5	0.6	0.2
Cc1nn(C)c(Cl)c1NC(=O)OCc1ccc(Cl)cc1Cl	-6.6	-4.1	-3.2	1.4	-2.4	-7.0	-6.2	-2.1	-2.9	0.4	-2.7
CCC(C)NC(=S)N1CCN(Cc2ccccc2)CC1 (stereo unspecified)	-4.6	-0.4	0.7	7.6	-0.8	-3.0	-1.1	-0.9	0.1	0.4	0.1
CCNC(=O)c1ccc(NC(=O)CC2SC(N3CCCCC3)=NC2=O)cc1 (stereo unspecified)	1.2	3.6	0.5	7.2	-1.3	0.9	-2.0	-1.4	-1.9	0.7	0.4
CC(C)CC(NC(N)=O)C(=O)NCc1ccccc1Cl (stereo unspecified)	1.1	1.6	3.1	3.1	-0.3	0.5	2.3	-1.2	0.1	-0.1	0.4
O=C(C1=C[C@H](c2coc3ccccc3c2=O)C[C@H](OCc2ccc(CO)cc2)O1)N1CCOCC1	3.8	4.0	1.1	0.5	1.8	-0.6	-2.1	-1.1	0.2	0.1	0.2
CC(=O)Oc1ccc(N(C(C)=O)S(=O)(=O)c2ccc(Cl)cc2)c2ccccc12	2.6	2.8	0.7	-25.2	0.1	-2.8	-5.9	-1.0	-1.4	0.3	0.9
